MEKK2wt PB1 HTS = raises or lowers MEK5 binding to wildtype human MEKK2 PB1 domain. Q9Y2U5. bead flow cytometry, Alexa488-MEK5 binding to MEKK2 WT; actives lie on both sides. binding response (% of control), % at 10 µM. hit rate 1.1% among 290,000; in the data active means binding response below about 67% or above about 130%
GPR7 antag = human neuropeptides B/W receptor 1 antagonism; hit rate 1.1% among 290,000; P48145; inhibition, % at 4.4 µM; AID 1861; GPR7-expressing cells, fluorescence antagonist assay; in the data active means inhibition above about 16%, passing the limit was not always enough;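 further: cells stimulated with the agonist NPW; 0% = agonist with vehicle and 100% = vehicle without agonist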
Target sequence (P48145 whole entry, looked up): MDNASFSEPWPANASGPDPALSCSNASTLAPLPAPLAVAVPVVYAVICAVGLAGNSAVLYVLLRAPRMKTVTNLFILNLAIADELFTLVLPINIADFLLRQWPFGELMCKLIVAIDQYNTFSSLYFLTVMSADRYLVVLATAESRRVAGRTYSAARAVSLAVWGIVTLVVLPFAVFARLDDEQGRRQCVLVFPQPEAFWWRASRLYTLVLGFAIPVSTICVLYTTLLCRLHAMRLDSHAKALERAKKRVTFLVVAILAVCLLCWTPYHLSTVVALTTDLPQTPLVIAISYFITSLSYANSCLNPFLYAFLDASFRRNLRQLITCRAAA
PHOSPHO1 block = PHOSPHO1 (human) inhibition; Q8TCT1; recombinant PHOSPHO1, absorbance phosphatase assay; inhibition, % at 13.3 µM; hit rate 1.1% among 290,000; AID 1565; in the data active means inhibition above about 60%
Target sequence (Q8TCT1 whole entry, looked up): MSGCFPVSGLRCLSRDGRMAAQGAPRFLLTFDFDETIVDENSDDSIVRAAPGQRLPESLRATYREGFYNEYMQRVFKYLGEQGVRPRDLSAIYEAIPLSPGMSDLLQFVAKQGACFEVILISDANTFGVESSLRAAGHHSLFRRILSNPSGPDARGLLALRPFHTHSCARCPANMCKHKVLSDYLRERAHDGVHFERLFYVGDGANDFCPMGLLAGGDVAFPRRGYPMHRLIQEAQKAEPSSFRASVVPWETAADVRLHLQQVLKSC
OXTR ag = activates the human oxytocin receptor | CHO-OTR cells, Fluo-8 calcium fluorescence; normalized: DMSO 0%, oxytocin 100% | hit rate 0.32% among 320,000 | P30559 | activation, % at 3 µM;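 active means activation above the mean of all tested compounds plus 3 SD, cutoff set per screening run, cut at about 20% in these data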;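 further: peak over basal fluorescence ratio from a 100 s FLIPR kinetic read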
V1aR counter = V1a receptor agonism, counter-screen for OXTR agonists; P37288; CHO-V1R cells, Fluo-8 calcium fluorescence, agonist mode; 0% DMSO, 100% 3 nM vasopressin; activation, % at 3 µM; hit rate 0.25% among 320,000; AID 2797;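 active means activation above the mean activation of all tested compounds plus 3 SD, per screening run, cut at about 20% in these data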;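 further: signal is peak over basal fluorescence ratio across a 100 second FLIPR read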
Target sequence (P37288 whole entry, looked up): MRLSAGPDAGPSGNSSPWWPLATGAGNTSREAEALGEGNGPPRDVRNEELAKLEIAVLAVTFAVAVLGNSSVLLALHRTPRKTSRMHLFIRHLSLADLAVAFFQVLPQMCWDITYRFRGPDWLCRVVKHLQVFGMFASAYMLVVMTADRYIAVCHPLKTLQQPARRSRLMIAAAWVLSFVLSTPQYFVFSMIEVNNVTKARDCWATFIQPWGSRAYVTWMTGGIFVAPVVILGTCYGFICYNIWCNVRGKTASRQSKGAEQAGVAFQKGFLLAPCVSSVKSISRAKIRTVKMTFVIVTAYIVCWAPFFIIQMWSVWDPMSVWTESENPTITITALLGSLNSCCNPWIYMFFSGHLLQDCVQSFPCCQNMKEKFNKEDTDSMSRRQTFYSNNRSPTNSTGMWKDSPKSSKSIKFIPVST
GalR3 antag = antagonists of human GalR3; AID 651719; HEK293 GalR3-CNG cAMP membrane potential fluorescence; galR3 body fused to GalR1 C-terminus; hit rate 0.44% among 360,000; inhibition, % at 3 µM; O60755;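 active means inhibition above the screen-wide average plus 3 SD, cut at about 13% in these data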;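 further: forskolin and galanin both at EC90 stimulate the cells; cAMP rise reported by CNG channel membrane potential dye signal; 0% = forskolin plus galanin with DMSO and 100% = forskolin alone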
NALP1 yeast inh = inhibitors of NALP1 inflammasome in yeast. S. cerevisiae NALP1/ASC/caspase-1 growth, X-gal OD620, 72 h. inhibition, % at 10 µM. hit rate 0.61% among 280,000. AID 2071; in the data active means inhibition mostly above about 24%, no sharp cut-off; inactive means mostly below about 32%; further: some compounds called inactive have numbers as strong as hits
MEKK3 PB1 HTS = MEKK3-MEK5 PB1 interaction, increase or decrease; Q99759; bead-based flow cytometry, Alexa488-MEK5 binding to MEKK3; actives lie on both sides; 0 = blocked by unlabeled MEK5, 100 = vehicle; binding response (% of control), % at 10 µM; hit rate 1.4% among 290,000; AID 1529;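 active means binding response more than 3 SD above or below the average of its plate-row segment, actives on both sides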;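 further: Alexa488 bead fluorescence after subtracting the streptavidin-only scavenger bead signal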
MEKK2 mut-MEK5 = signal of MEK5 binding to mutant human MEKK2 PB1 domain; bead flow cytometry, Alexa488-MEK5 binding to MEKK2 mutant; percent response, % at 10 µM; hit rate 0.35% among 290,000; in the data active means percent response above about 24%, passing the limit was not always enough; further: inactives centre near 1; some results filed as inactive read as strong as hits; reference of the scale not given here
An asterisk follows results filed as active; . = no result given.

1) COc1ccc(NC(=O)CSc2nc3sc(C)cc3c(=O)n2C)c(OC)c1
2) CCN(CC)CCCNC(=O)C1c2cc(OC)c(OC)cc2C(=O)N(C)C1c1cccs1 (configuration not stated)
3) COC(=O)[C@@H]1CC[C@H](C)[C@@H](c2ccc(C)cc2)N1C(=O)c1ccc(/C=N/OC[C@@H](O)COCc2ccco2)cc1
4) O=C(N/C(=C/c1cccc(Br)c1)c1nc(=S)[nH][nH]1)c1ccccc1
5) CSc1nnc(COc2ccc(C)cc2)n1N
6) COc1cc2cc(CN(CCN3CCCC3)C(=O)Nc3ccc(F)cc3)c(=O)[nH]c2cc1OC
7) O=C(CN1CCOCC1)Nc1ccc2c(c1)OCO2
8) Cc1cccc(CCNC(=O)CCS(=O)(=O)c2cc3c(cc2C)NC(=O)CO3)c1

Screen / compound no.	1	2	3	4	5	6	7	8
MEKK2wt PB1 HTS	98	73	97	101	102	.	114	98
GPR7 antag	-1	-1	19	18	-6	-15	-4	-3
PHOSPHO1 block	31	17	-16	4	-1	-33	2	31
OXTR ag	7.4	0.8	.	1.7	0.0	-0.1	0.4	-0.1
V1aR counter	3.9	1.7	.	0.4	0.1	0.0	0.2	0.2
GalR3 antag	-6	-3	.	-4	-4	1	-4	.
NALP1 yeast inh	3	-13	18	20	-62	30	13	9
MEKK3 PB1 HTS	96	74	98	100	99	.	122	97
MEKK2 mut-MEK5	-4	-6	-4	3	4	.	-1	0

The final 4 records of the part before come first, to join the parts:
5) CSc1nnc(COc2ccc(C)cc2)n1N
6) COc1cc2cc(CN(CCN3CCCC3)C(=O)Nc3ccc(F)cc3)c(=O)[nH]c2cc1OC
7) O=C(CN1CCOCC1)Nc1ccc2c(c1)OCO2
8) Cc1cccc(CCNC(=O)CCS(=O)(=O)c2cc3c(cc2C)NC(=O)CO3)c1
9) CC1CCCN(C(=O)C(=O)Nc2ccc3nc4n(c(=O)c3c2)CCCCC4)C1 (configuration not stated)
10) CC(=O)NC(c1ccccc1)c1cc([N+](=O)[O-])c2cccnc2c1O (configuration not stated)
11) CC(=O)c1ccc(NC(=S)NC(=O)Cc2ccc(Cl)cc2)cc1
12) CC(C)OC(=O)/C(C#N)=C\c1cccnc1
13) Cc1ccc(C(=O)NCc2ccc3c(c2)OCO3)o1
14) Cc1cc(C)nc(NS(=O)(=O)c2ccc(CC(C)C)cc2)c1
15) CNc1nc(C)nc(-c2ccccc2O)n1
16) COC(=O)c1cc(NC(=O)c2ccc(OC)cc2)c(=O)oc1C

Screen / compound no.	5	6	7	8	9	10	11	12	13	14	15	16
MEKK2wt PB1 HTS	102	.	114	98	97	101	104	95	99	101	.	96
GPR7 antag	-6	-15	-4	-3	-1	2	5	6	28*	1	-5	1
PHOSPHO1 block	-1	-33	2	31	18	37	-51	32	14	9	-7	20
OXTR ag	0.0	-0.1	0.4	-0.1	0.0	-0.7	6.5	1.6	0.2	0.9	-0.6	-0.5
V1aR counter	0.1	0.0	0.2	0.2	1.1	-0.4	5.5	0.7	0.0	0.3	0.2	0.9
GalR3 antag	-4	1	-4	.	.	1	-11	-6	-4	2	1	-4
NALP1 yeast inh	-62	30	13	9	7	5	0	-8	5	.	-1	-9
MEKK3 PB1 HTS	99	.	122	97	99	102	105	99	98	110	.	101
MEKK2 mut-MEK5	4	.	-1	0	4	-5	4	5	-2	2	.	-3

17) O=S(=O)(NC1CCCCC1)c1ccc(-c2csnn2)s1
18) COC(=O)C[C@H]1c2cc(C(F)(F)F)ccc2S(=O)(=O)N1Cc1ccccc1OC
19) CCOC(=O)c1cc2c(=O)n3ccccc3nc2n(Cc2ccco2)c1=NC(=O)c1ccc(OC)cc1OC
20) CC(C)(CN1CCCC1)NS(=O)(=O)c1ccc(Cl)cc1
21) O=C(CN1CCCCCC1)NCCN1C(=O)S/C(=C\c2ccccc2Cl)C1=O
22) COc1cccc2sc(N(CCN(C)C)C(=O)c3ccc(S(=O)(=O)N4CCCC4)cc3)nc12
23) Cn1c(=O)c2c(nc(N3CCN(Cc4ccccc4)CC3)n2CC(=O)c2ccccc2)n(C)c1=O
24) Cn1c(CCNC(=O)OC(C)(C)C)n[nH]c1=S

Screen / compound no.	17	18	19	20	21	22	23	24
MEKK2wt PB1 HTS	108	106	87	99	117	108	106	102
GPR7 antag	8	.	-1	-13	-13	-12	-11	-17
PHOSPHO1 block	7	.	24	16	5	18	.	79*
OXTR ag	3.4	-0.8	0.2	1.7	-0.4	-0.1	0.3	0.2
V1aR counter	2.7	-1.1	0.5	0.1	-0.6	0.1	0.2	3.7
GalR3 antag	-2	-7	-3	-7	-4	0	-2	-3
NALP1 yeast inh	12	.	7	10	19	13	.	-2
MEKK3 PB1 HTS	104	100	88	98	105	99	104	103
MEKK2 mut-MEK5	1	1	-14	0	-7	-1	7	2

25) Cn1c(=O)c(=O)n(C)c2cc(S(=O)(=O)N3CCCC3C(=O)Nc3ccc(F)cc3)ccc21 (configuration not stated)
26) CCCCc1nnc(NC(=O)c2cccc(S(=O)(=O)N3CCN(C)CC3)c2)s1
27) Cc1[nH][nH]c(=O)c1C=Nc1ccc(C(F)(F)F)cc1
28) COc1ccc(NC(=O)N2CCCC(c3nc(-c4ccc(F)cc4)no3)C2)cc1 (configuration not stated)
29) O=C1c2cc(F)ccc2OC2(CCNCC2)C12CC(c1ccccc1)=NO2 (configuration not stated)
30) Cc1ccccc1CN(c1ccc(C(=O)N2CCc3ccccc3C2)cc1)S(C)(=O)=O
31) CS(=O)(=O)N1CCN(c2ccc([N+](=O)[O-])c(NCc3ccccc3)c2)CC1
32) CCCC/C(C)=N/NC(=O)NC1CCCCC1

Screen / compound no.	25	26	27	28	29	30	31	32
MEKK2wt PB1 HTS	104	102	98	106	111	93	.	118
GPR7 antag	1	-8	-16	-1	.	28*	1	-9
PHOSPHO1 block	33	-5	24	-6	13	37	58	6
OXTR ag	0.4	0.5	0.8	-2.3	9.4	10	-0.2	-0.7
V1aR counter	-0.1	0.8	0.3	0.1	4.2	8.2	-0.1	0.2
GalR3 antag	1	-4	2	-4	-8	1	4	-5
NALP1 yeast inh	11	-9	-18	-4	20	8	20	34
MEKK3 PB1 HTS	100	101	97	103	105	99	.	106
MEKK2 mut-MEK5	2	7	-3	7	7	-3	.	22

33) CC1Nc2ccccc2C(=O)N1NS(=O)(=O)c1ccccc1 (configuration not stated)
34) Cc1nonc1NC(=O)N1CCCC1
35) CCN(CC)C(=O)CSc1nc2ncc(Br)cc2[nH]1
36) COc1ccc(-c2nnc(N3CCOCC3)c3ccccc23)cc1
37) CCOc1ccccc1N1CC(C(=O)N2CCOCC2)CC1=O (configuration not stated)
38) O=C(OC(C(=O)NCc1ccc2c(c1)OCO2)c1ccc(Cl)cc1)c1ccco1 (configuration not stated)
39) Cc1ccc(S(=O)(=O)N2CCCC(C(=O)NC3CC3)C2)cc1 (configuration not stated)
40) COc1ccccc1-c1c(C)nn2c(N)c(-c3ccc(Cl)cc3)cnc12

Screen / compound no.	33	34	35	36	37	38	39	40
MEKK2wt PB1 HTS	93	100	106	106	102	101	101	96
GPR7 antag	0	3	2	-8	-5	6	-5	-5
PHOSPHO1 block	-7	28	31	24	17	-6	17	44
OXTR ag	-0.1	1.1	-1.5	-1.1	0.4	2.3	1.2	-1.8
V1aR counter	0.7	0.8	0.1	-0.3	-0.4	5.6	0.0	0.6
GalR3 antag	-5	-1	4	-9	-9	-6	12	-1
NALP1 yeast inh	14	9	4	-11	27	-33	10	-3
MEKK3 PB1 HTS	96	99	106	103	101	104	101	103
MEKK2 mut-MEK5	-2	-2	23	7	-2	0	-2	-1

41) COc1ccc(NC(=O)COc2ccc3c(c2)OCO3)cc1
42) O=C(NC(=S)N1CCN(Cc2ccccc2)CC1)c1ccco1
43) O=C1c2ccccc2C(=O)N1c1nc2nccc(-c3ccccc3)n2n1
44) Cc1noc(C)c1S(=O)(=O)N(CC(=O)NC1CCCC1)c1ccc(C(C)C)cc1
45) CCOC(=O)c1c(C)oc2c1cc(O)c1ccccc12
46) COc1ccc(NC(=O)c2cncc(Br)c2)cc1S(N)(=O)=O
47) CC1(C)Cc2c(C#N)c(SCCO)nc(N3CCOCC3)c2CO1
48) COc1ccc(C(c2oc(CO)cc(=O)c2O)c2oc(CO)cc(=O)c2O)cc1

Screen / compound no.	41	42	43	44	45	46	47	48
MEKK2wt PB1 HTS	95	98	92	98	94	83	103	106
GPR7 antag	1	-2	14	8	12	-11	-11	-6
PHOSPHO1 block	45	1	-29	21	-137	24	7	20
OXTR ag	-0.4	0.5	-0.7	-1.4	0.4	0.8	-0.3	0.4
V1aR counter	0.5	-0.5	0.1	0.3	0.0	1.1	2.2	-0.5
GalR3 antag	-8	9	-4	-4	0	-3	-10	-6
NALP1 yeast inh	3	-2	6	26	0	-18	7	6
MEKK3 PB1 HTS	99	103	101	101	94	92	103	120
MEKK2 mut-MEK5	-3	0	-1	-1	0	-13	5	-1

49) COc1ccc(-c2cc(C(F)(F)F)nc(SCC(=O)Nc3ccc4c(c3)OCO4)n2)cc1
50) c1cncc(CNc2nc(N3CCOCC3)nc(N3CCOCC3)n2)c1
51) CN(C)c1ccc(C2Nc3cccc4cccc(c34)N2)cc1
52) CC(NC(=O)COc1ccc(S(=O)(=O)N2CCCC2)cc1)c1ccccc1 (configuration not stated)
53) Clc1ccc(N/N=C/c2ccncc2)cc1Cl
54) COC(=O)/C=C/C(=O)N1CCN(c2cccc(Cl)c2)CC1
55) Cc1ccccc1N1C(S)=C(C#N)C(=O)NC1c1ccco1 (configuration not stated)
56) CCCNC(=O)OC[C@H]1O[C@H](CCO/N=C/[C@@H](NS(=O)(=O)c2ccc(C)cc2)[C@H](C)/C=C/CC(=O)OC)C=C[C@@H]1Oc1ccc(OC)cc1

Screen / compound no.	49	50	51	52	53	54	55	56
MEKK2wt PB1 HTS	101	100	116	95	97	105	97	94
GPR7 antag	-11	-10	6	-1	-6	-9	0	8
PHOSPHO1 block	-12	20	36	2	-11	-20	8	-16
OXTR ag	-2.1	0.1	-1.3	0.3	4.9	-0.4	-0.1	.
V1aR counter	-0.2	-0.3	0.8	0.5	4.0	1.2	1.4	.
GalR3 antag	-5	-4	-10	-8	-3	.	-6	.
NALP1 yeast inh	25	5	39*	15	17	46	4	32
MEKK3 PB1 HTS	101	99	101	103	101	114	93	101
MEKK2 mut-MEK5	-1	-3	0	-1	-2	-1	-53	-5

57) O=C(/C=C/NCc1ccc(F)cc1)c1ccccc1
58) Cc1ccc([N+](=O)[O-])cc1S(=O)(=O)n1ccnc1C
59) CC1CCC(NC(=O)c2ccc(CS(=O)(=O)Cc3ccccc3F)o2)CC1 (configuration not stated)
60) Nc1c(C(=O)NC2CCCC2)c2nc3ccccc3nc2n1N
61) COCCNC(=O)COc1ccc(C)c(C)c1
62) COC(=O)c1sccc1NC(=O)/C=C/c1ccc(Cl)cc1
63) Cc1ccc(SCc2cc(=O)[nH]c(N3CCN(C)CC3)n2)cc1

Screen / compound no.	57	58	59	60	61	62	63
MEKK2wt PB1 HTS	90	101	99	99	97	113	101
GPR7 antag	5	-5	-10	-6	4	-12	-1
PHOSPHO1 block	16	-3	44	-4	12	-1	0
OXTR ag	0.1	0.3	-2.1	4.2	-1.0	-1.4	2.4
V1aR counter	1.1	0.0	2.6	-0.5	0.4	2.2	2.0
GalR3 antag	-3	-5	-5	-6	-2	0	-5
NALP1 yeast inh	39	10	-4	9	32	24	17
MEKK3 PB1 HTS	89	102	106	98	99	105	100
MEKK2 mut-MEK5	-2	-1	1	0	0	19	1

Compound activity from PubChem.

Hits appear at their usual frequency; 5.4% or so of the library scored in one or more.
